Source: PubChem (Broad Institute)
ERAP1 HTS inh: inhibitors of human ERAP1 aminopeptidase; Q9NZ08; recombinant ERAP1, Leu-AMC fluorescence, 60 min; inhibition, % at 10.7 µM; actives 0.15% (n = 340,000);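 active = mean replicate inhibition of at least 30%, or all replicates individually reaching that 30% level; inactive = mean below 30% and not every replicate reaching it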;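 also: 0% = neutral control wells and 100% = L-leucinethiol positive control wells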
Casp6 inh: blocks human caspase-6 cleavage activity; P55212; purified caspase-6, Z-VEID-R110 cleavage fluorescence; inhibition, % at 12.5 µM; actives 0.53% (n = 350,000);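 active = mean inhibition across replicates at least about 35%, with every replicate also reaching that limit, limit read from the data; inconclusive = only one of the two criteria met; inactive = neither criterion met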;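 also: 0% = median of neutral control wells and 100% = no fluorescence left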
Target sequence (P55212 24-179 limits assumed): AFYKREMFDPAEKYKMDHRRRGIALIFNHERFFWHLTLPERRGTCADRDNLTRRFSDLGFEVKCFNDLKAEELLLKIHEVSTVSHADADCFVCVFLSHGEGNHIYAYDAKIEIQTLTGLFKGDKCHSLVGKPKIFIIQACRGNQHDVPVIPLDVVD
Target sequence (P55212 194-293 limits assumed): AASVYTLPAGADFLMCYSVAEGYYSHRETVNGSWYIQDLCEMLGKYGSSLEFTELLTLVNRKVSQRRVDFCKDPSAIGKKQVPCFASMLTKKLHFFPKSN
SIRT5 block: blocks human SIRT5 desuccinylation of peptide; Q9NXA8; actives 1.1% (n = 330,000); inhibition, % at 15 µM; Purified SirT5, succinyl-peptide AMC, trypsin-coupled fluorescence; in the data active = inhibition above about 15%; inconclusive = no clear call, values can overlap the other calls
DENV2 CPE: inhibitors of DENV2 cytopathic effect; DENV2-infected cells, cytopathic effect rescue, plate reader; CPE inhibition, % at 9.99 µM; actives 1.7% (n = 350,000); in the data active = CPE inhibition above about 20%, passing the limit was not always enough; inconclusive = no clear call, values can overlap the other calls; tested in BHK-21 cells;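 also: 0% = median of neutral control wells and 100% = median of positive control wells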
F508del corr: correctors of CFTR F508del function in bronchial epithelial cells | actives 0.36% (n = 350,000) | CFBE cells, YFP halide quenching; stimulated with forskolin plus potentiator P3; % fluorescence drop versus neutral controls | activity (quench increase), % at 7.58 µM;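 active = mean added fluorescence quench of at least 8% versus neutral control, with both replicates also reaching 8%; inconclusive = only one of the mean or replicate conditions met; inactive = mean below 8% and not both replicates reaching 8%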;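 also: cells transiently co-express mutant CFTR-F508del with the halide-sensitive YFP; corrector assay measuring rescue of mutant channel to the surface after 24 h compound exposure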
ERp5 block: inhibitors of human ERp5. inhibition, % at 9.99 µM. ERp5 insulin aggregation, absorbance 650 nm, 90 min. Q15084. actives 0.05% (n = 350,000);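 active = mean replicate inhibition above about 25%, with every replicate also reaching it, limit read from the data, passing the limit was not always enough; inconclusive = only one of those two criteria met; inactive = neither criterion met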
Target sequence (Q15084 whole entry, looked up): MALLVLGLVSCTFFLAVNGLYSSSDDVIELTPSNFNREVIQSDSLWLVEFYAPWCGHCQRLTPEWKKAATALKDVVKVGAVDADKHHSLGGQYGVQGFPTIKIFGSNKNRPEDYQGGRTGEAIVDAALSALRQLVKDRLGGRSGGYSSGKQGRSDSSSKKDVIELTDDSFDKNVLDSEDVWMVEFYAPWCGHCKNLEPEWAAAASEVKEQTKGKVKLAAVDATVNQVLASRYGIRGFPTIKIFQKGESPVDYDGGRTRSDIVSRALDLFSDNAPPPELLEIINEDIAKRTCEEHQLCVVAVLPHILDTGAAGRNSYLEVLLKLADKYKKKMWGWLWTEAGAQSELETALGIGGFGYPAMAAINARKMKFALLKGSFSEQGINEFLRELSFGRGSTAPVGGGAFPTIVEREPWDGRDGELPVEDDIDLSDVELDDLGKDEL
miR-122 sensor: miR-122 inhibition in Huh7 cells. Huh7 miR-122 Renilla luciferase sensor, 48 h; neutral wells = 0, positive control = 100. activation (reporter increase), % at 12.5 µM. actives 0.3% (n = 340,000). AID 602342;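 active = mean replicate activation score at least 90 and every replicate individually at or above 90; inconclusive = only one of the two criteria met; inactive = neither criterion met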;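 also: higher luciferase means less miR-122 activity so hits act as miR-122 inhibitors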
The depositor's hits bear a star; ? = inconclusive; · = not tested or not shown; & = joins results of further samples; [ ] = dose if it differs, or a comment. Outcome played no part in choosing rows; about 4% have a hit in one of these screens.

#	smiles	ERAP1 HTS inh	Casp6 inh	SIRT5 block	DENV2 CPE	F508del corr	ERp5 block	miR-122 sensor
1	O=C(Nc1nc(-c2ccc3c(c2)OCCO3)cs1)C1CCCC1	3	-1	-1	-2	2.9	-2	·
2	CC(C)NC(=O)N(C)C[C@@H]1Oc2ccc(NC(=O)Nc3ccccc3)cc2C(=O)N([C@@H](C)CO)C[C@@H]1C	0	3	-3	8	-2.5	12	9[16.7 µM]
3	Cc1ccc(S(=O)(=O)N2CCCCC2)cc1C(=O)N(C)CC(=O)Nc1cccc(F)c1	-1	-3	-2	2	1.9	3	4
4	C[C@H](CO)N1C[C@H](C)[C@H](CN(C)S(C)(=O)=O)OCCCC[C@H](C)Oc2ccc(NC(=O)Nc3ccc(C(F)(F)F)cc3)cc2C1=O	0	-5	1	-1	0.3	-4	6[16.7 µM]
5	CCCN1C[C@@H](C)[C@@H](OC)CN(C)C(=O)c2ccc(NC(=O)Nc3ccccc3F)cc2OC[C@@H]1C	3	-2	2	-3	0.8	-5	·
6	OC[C@H]1O[C@H](c2nc(-c3nc(-c4cccc(-n5cccc5)c4)no3)cs2)C[C@@H]1O	3	1	1	-8	0.2	4	0
7	CCOC(=O)c1ccc(NC(=O)c2cc3c(s2)CCC3)cc1	0	-7	-4	-1	-0.3	3	·
8	C[C@H]1CN([C@@H](C)CO)C(=O)c2cccc(NC(=O)NC3CCCCC3)c2O[C@@H]1CN(C)C(=O)Nc1ccc(C(F)(F)F)cc1	2	-3	6	1	1.6	17	-7[16.7 µM]
9	COCC(=O)N1C[C@@H](C)[C@H](OC)CN(C)C(=O)c2cc(NC(=O)c3cnccn3)ccc2OC[C@@H]1C	-1	-1	-5	-7	-0.6	1	·
10	COc1ccc(C#Cc2ccc([C@@H]3[C@H]4CN(C(=O)Nc5cccc(F)c5)CCCCN4[C@H]3CO)cc2)cc1	·	·	8	-23	-1.4	0	7[16.7 µM]
11	NC(=S)Nc1cccc(Cl)c1	3	-1	-1	-3	-1.1	0	12
12	CC1CCCCC1NC(=O)COC(=O)c1ccc([N+](=O)[O-])o1 (stereo not given)	0	48*	-3	6	1.9	-4	-8
13	O=C(CN1C(=O)NC2(CCCC2)C1=O)Nc1cccc(Cl)c1Cl	0	-3	-1	0	-0.3	-3	-1
14	Cc1ccc(NC(=O)CSc2nnc(Cc3ccccc3)c(=O)[nH]2)c(C)c1	-5	-3	-1	-1	-0.1	5	2
15	CC(CNC(=O)c1ccc(C(C)(C)C)cc1)CN(C)C (stereo not given)	8	-17	-8	2	·	-2	-1
16	CCCCn1c(CNC(=O)C23CC4CC(CC(C4)C2)C3)nnc1SCC(=O)Nc1nnc(C)s1	2	-3	1	-7	5.4	2	-1
17	COc1cccc(NC(=O)N2C[C@H](O)COC[C@@H]3O[C@@H](CC(=O)N(C)C)CC[C@H]32)c1	-1	-1	2	1	2.8	10	8[16.7 µM]
18	O=C(COC(=O)CN1CCSC1=O)Nc1ccc(F)cc1Cl	-1	1	0	?	-1.7	-8	5
19	CCC(C(=O)Nc1nc(C)c(C)s1)c1ccccc1 (stereo not given)	-2	5	0	4	1.7	4	-3
20	Fc1ccc(-c2nc3c4ccccc4ccn3c2CC2CCCCC2)cc1	-3	5	-4	-14	-2.3	0	7
21	O=C(Nc1ccccc1F)N1CCCCN2[C@H](C1)[C@H](c1ccc(/C=C/c3ccccc3)cc1)[C@@H]2CO	0	-3	3	-7	-1.7	0	-6[16.7 µM]
22	CO[C@@H]1CN(C)C(=O)c2ccc(NC(=O)C3CCOCC3)cc2OC[C@@H](C)N(C(C)=O)C[C@H]1C	0	-2	·	-8	-3.4	-2	·
23	CCOC(=O)c1cc(CC)sc1NC(=O)CN1CCN(C(=O)C2CCCO2)CC1 (stereo not given)	2	2	0	-3	-0.7	-3	-12
24	COC(=O)c1cc(NC(=O)Cn2c(=O)oc3ccccc32)cc(C(=O)OC)c1	-4	3	6	1	-1.3	4	-1
25	CN(C)C(=S)Nc1ccc(Br)c(Cl)c1	-2	3	0	0	·	8	·

Single records, as listed above. Order of screens: ERAP1 HTS inh | Casp6 inh | SIRT5 block | DENV2 CPE | F508del corr | ERp5 block | miR-122 sensor
COc1cccc(NC(=O)N2C[C@H](O)COC[C@@H]3O[C@@H](CC(=O)N(C)C)CC[C@H]32)c1 as listed: -1 | -1 | 2 | 1 | 2.8 | 10 | 8[16.7 µM]
COCC(=O)N1C[C@@H](C)[C@H](OC)CN(C)C(=O)c2cc(NC(=O)c3cnccn3)ccc2OC[C@@H]1C as listed: -1 | -1 | -5 | -7 | -0.6 | 1 | ·
CCCN1C[C@@H](C)[C@@H](OC)CN(C)C(=O)c2ccc(NC(=O)Nc3ccccc3F)cc2OC[C@@H]1C as listed: 3 | -2 | 2 | -3 | 0.8 | -5 | ·

Next results:
#	smiles	ERAP1 HTS inh	Casp6 inh	SIRT5 block	DENV2 CPE	F508del corr	ERp5 block	miR-122 sensor
26	CSC(=NCCCN1CCOCC1)NS(=O)(=O)c1cccs1	1	4	-35	11	3.4	0	1&1
27	COc1ccccc1NC(=O)Cc1noc(CSc2nnc(C)n2C)n1	1	3	-4	·	-0.4	5	·
28	C[C@@H]1CCCCO[C@@H](CN(C)S(=O)(=O)c2cn(C)cn2)[C@H](C)CN([C@H](C)CO)C(=O)c2cc(NS(=O)(=O)c3cn(C)cn3)ccc2O1	1	-1	1	10	1.3	-1	-2[16.7 µM]
29	O=C(CN(Cc1ccccc1)S(=O)(=O)c1ccccc1)N/N=C/c1ccccc1[N+](=O)[O-]	-3	-2	-2	-2	-0.1	1	4
30	CC(=O)C1=C(C)NC(=S)NC1c1ccccc1 (stereo not given)	-2	-2	·	5	-1.8	3	·
31	O=C(CSc1ncn[nH]1)N1CCCCC1	·	0	-1	7	0.9	1	-3
32	COc1ccc2c3c(n(C)c2c1)[C@H](CO)N(Cc1ccccc1Cl)CC31CN(C(=O)CN(C)C)C1	0	2	-2	-13	-0.3	3	·
33	Cc1nc2ccc(NC(=S)NC3CCCCC3)cc2nc1C	-1	4	-1	·	-2.0	5	·
34	COc1ccccc1C(=O)NCc1ccc2c(c1)OCO2	-4	2	-5	-8	-1.3	-2	-3
35	CC(=O)Nc1ccc(NC(=O)CC2CCCC2)cc1	6	-3	·	-2	-1.1	1	-3
36	O=C1c2ccccc2N[C@@H]2C=CC[C@@H]2N1O	-4	·	-3	?	-1.0	2	9
37	COC(=O)CNC(c1ccccc1)c1cc(Br)ccc1NS(=O)(=O)c1ccccc1 (stereo not given)	3	-3	-3	-7	-2.0	-3	-7
38	C[C@@H]1CN([C@@H](C)CO)C(=O)Cc2cc(NC(=O)Nc3ccc4c(c3)OCO4)ccc2O[C@@H]1CN(C)S(=O)(=O)c1cn(C)cn1	·	·	·	7	-2.3	·	-2[16.7 µM]
39	CCOC(=O)NC(=S)Nc1cccc(NC(=S)NC(=O)OCC)c1	-3	0	-5	6	-3.9	1	-1
40	CSc1sc(C(=O)NNC(C)=O)c2c1C1(CCC2)SCCS1	-2	-2	-1	2	0.0	-3	·
41	C[C@@H]1CN([C@H](C)CO)C(=O)c2cc(C#CCc3ccccc3)cnc2O[C@@H]1CN(C)C(=O)C1CCC1	0	1	-10	18	-0.8	4	0[16.7 µM]
42	O=C(/C=C/c1ccccc1)c1ccc(NC2=NCCCS2)cc1	7	-3	-2	-2	·	-6	-15
43	CCc1ccc(OCC(=O)N/N=C\c2ccco2)c([N+](=O)[O-])c1	4	4	-7	-7	·	-2	-2
44	N#CCC(=N)N1CCN(c2ccc(F)cc2)CC1	1	-3	1	1	-3.7	-2	·
45	CC(NC(=O)CN(c1cccc(C(F)(F)F)c1)S(C)(=O)=O)c1ccccc1 (stereo not given)	3	3	0	6	0.3	-2	-2
46	CCOC(=O)c1[nH]cnc1C(=O)Nc1ccc(C)cc1	·	-4	-3	4	1.0	6	·
47	O=S(=O)(Cc1ccccc1)NCCc1ccc(F)cc1	-2	2	-3	0	1.5	3	-5
48	COc1ccc2c3c([nH]c2c1)[C@@H](CO)N(Cc1nccs1)CC31CCN(C(=O)C2CC2)CC1	-4	-2	-3	-10	2.1	3	·
49	COc1ccc(NC(=O)Nc2ccc3c(c2)C(=O)N([C@H](C)CO)C[C@H](C)[C@@H](CN(C)Cc2ccc(C(=O)O)cc2)OCCCC[C@H](C)O3)cc1	-9	-1	4	8	-1.6	2	0[16.7 µM]
50	COc1cc(CCC(=O)Nc2nccs2)cc(OC)c1OC	-2	0	1	6	-2.2	3	-6

Part of the list above in order of SMILES length, low to high.
#	smiles	ERAP1 HTS inh	Casp6 inh	SIRT5 block	DENV2 CPE	F508del corr	ERp5 block	miR-122 sensor
47	O=S(=O)(Cc1ccccc1)NCCc1ccc(F)cc1	-2	2	-3	0	1.5	3	-5
40	CSc1sc(C(=O)NNC(C)=O)c2c1C1(CCC2)SCCS1	-2	-2	-1	2	0.0	-3	·
38	C[C@@H]1CN([C@@H](C)CO)C(=O)Cc2cc(NC(=O)Nc3ccc4c(c3)OCO4)ccc2O[C@@H]1CN(C)S(=O)(=O)c1cn(C)cn1	·	·	·	7	-2.3	·	-2[16.7 µM]

The results go on.
#	smiles	ERAP1 HTS inh	Casp6 inh	SIRT5 block	DENV2 CPE	F508del corr	ERp5 block	miR-122 sensor
51	COc1ccc(OC)c(/C=N/N(CCC#N)C2=NS(=O)(=O)c3ccccc32)c1	0	1	-3	13	2.9	0	4
52	C[C@@H]1CN([C@@H](C)CO)C(=O)c2cccc(NC(=O)c3nc4ccccc4s3)c2O[C@@H]1CN(C)C(=O)Nc1ccc2c(c1)OCO2	0	0	3	-2	0.9	5	27[16.7 µM]
53	CCSc1nnc2c(n1)OC(c1ccc(C(=O)O)cc1)N(C(C)=O)c1ccccc1-2 (stereo not given)	7	4	2	3	-1.8	4	6
54	CCOc1ccc(C(=O)NCC(=O)NNC(=O)c2ccco2)cc1OCC	4	0	-3	3	0.9	12	-4
55	O=[N+]([O-])c1ccc(/C=N/Nc2ccc3ccccc3c2)o1	-6	1	-1	0	1.2	4	·
56	O=C(COC(=O)c1cc(=O)[nH]c2ccccc12)Nc1cccc(S(=O)(=O)N2CCOCC2)c1	·	2	3	1	-0.9	1	-18
57	C[C@@H]1CN([C@@H](C)CO)C(=O)c2cc(C3=CCCCC3)cnc2O[C@@H]1CN(C)C(=O)CN1CCOCC1	-2	0	0	4	-2.2	-4	·
58	COc1ccc(-c2ccc(NS(=O)(=O)c3cccc([N+](=O)[O-])c3)cc2)nn1	2	12	4	-2	2.5	3	2
59	CCOC(=O)C1=C(COC(=O)/C=C/c2ccc(F)cc2)NC(=O)NC1C (stereo not given)	9	-1	-8	9	-4.9	2	-7
60	C[C@H](CO)N1C[C@H](C)[C@@H](CN(C)C(=O)Cc2ccncc2)Oc2ncc(C3=CCCC3)cc2C1=O	2	-3	3	15	-0.9	0	-20[16.7 µM]
